Screens: PubChem BioAssay, National Center for Advancing Translational Sciences (NCATS)
HTT ATP protect: protects HTT-Q103 PC12 cells, measured by ATP; AID 1471; 230,000 tested, 0.14% active; Potency, µM (top dose mostly 56.4 µM), without a hit: cytoprotection (ATP increase), hits mostly activators; PC12 HTT-Q103 induced, cytoprotection, ATP luminescence, 40 h;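 note: % of control where 0% means no effect; nearly all actives have a fitted effect of over 45% in size; toxic huntingtin expression switched on by the ecdysone agonist tebufenozide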
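Cells were plated at 1500 per well in phenol red-free DMEM with 5% equine and 5% calf serum. Tebufenozide (100 nM final) and compounds were added, then ATPlite reagent, and luminescence was read.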
Tau fluor cs: counter-screen for tau fibril formation inhibitors; Potency, µM (doses to about 57.7 µM), for the others: top-dose activity change, negative = decrease; tau K18 P301L Alexa594 fluorescence, heparin fibrillization; 280,000 tested, 0.93% active; note: % is set by controls: 0 for no effect and ±100 for the full control effect; nearly all actives have a fitted effect of over 55% in size
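Human K18 P301L tau (15 uM unlabeled plus 0.24 uM Alexa 594-labeled, final) in 100 mM sodium acetate pH 7 was mixed with compound and 20 uM heparin and incubated 6 hr at 37 C.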
KDM4E inh: blocks human JMJD2E demethylase activity; JMJD2E catalytic domain, FDH-coupled NADH fluorescence (FDH is formaldehyde dehydrogenase); Potency, µM (highest dose often 57.1 µM), inactives show top-dose activity change, negative = inhibition, hits mostly inhibitors; 230,000 tested, 1.6% active; AID 2147; active = well fitted inhibition curve with a large enough effect, not every such curve was filed as active; inconclusive = small, poorly fitted or top-dose-only effect, or another doubt; inactive = no such curve, though single readings can be large or run the other way;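 note: 0% = wells with enzyme and -100% = buffer wells without enzyme; nearly all actives have a fitted effect of over 50% in size; many of its hits are not listed in these tables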
Target sequence (B2RXH2 1-337 limits assumed): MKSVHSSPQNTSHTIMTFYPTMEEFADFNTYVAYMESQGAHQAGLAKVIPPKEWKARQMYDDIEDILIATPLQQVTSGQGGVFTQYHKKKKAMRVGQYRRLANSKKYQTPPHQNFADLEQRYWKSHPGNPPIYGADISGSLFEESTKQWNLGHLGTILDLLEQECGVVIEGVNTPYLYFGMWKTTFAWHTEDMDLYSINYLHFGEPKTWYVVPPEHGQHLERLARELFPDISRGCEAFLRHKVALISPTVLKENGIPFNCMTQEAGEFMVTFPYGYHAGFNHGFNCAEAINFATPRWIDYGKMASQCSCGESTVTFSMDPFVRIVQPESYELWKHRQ
ALDH1A1 block: inhibitors of human aldehyde dehydrogenase 1A1; P00352; Purified ALDH1A1, NADH fluorescence, propionaldehyde substrate; Potency, µM (series often up to 75.3 µM), without a hit: top-dose activity, negative = inhibition, hits mostly inhibitors; 220,000 tested, 7.3% active; AID 1030; active = well fitted inhibition curve with a large enough effect, not every such curve was filed as active; inconclusive = small, poorly fitted or top-dose-only effect, or another doubt; inactive = no such curve, though single readings can be large or run the other way;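 note: plate controls were no enzyme wells and a reference inhibitor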
Target sequence (P00352 whole entry, looked up): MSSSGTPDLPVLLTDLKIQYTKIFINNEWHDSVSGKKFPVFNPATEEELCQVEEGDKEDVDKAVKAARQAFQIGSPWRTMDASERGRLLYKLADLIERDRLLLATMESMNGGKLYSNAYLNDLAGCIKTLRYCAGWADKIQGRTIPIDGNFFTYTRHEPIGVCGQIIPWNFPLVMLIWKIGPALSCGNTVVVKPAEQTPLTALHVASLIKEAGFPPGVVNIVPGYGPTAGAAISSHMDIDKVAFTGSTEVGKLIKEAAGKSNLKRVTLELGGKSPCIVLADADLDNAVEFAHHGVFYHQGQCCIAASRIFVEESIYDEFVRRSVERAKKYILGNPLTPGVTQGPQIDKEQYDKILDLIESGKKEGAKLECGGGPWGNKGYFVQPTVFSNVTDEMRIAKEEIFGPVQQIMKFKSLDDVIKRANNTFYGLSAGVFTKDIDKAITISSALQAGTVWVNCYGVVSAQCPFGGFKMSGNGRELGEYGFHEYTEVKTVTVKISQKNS
HTT aggregate: inhibitors of mutant huntingtin aggregate formation in PC12 cells; PC12 HttQ103-GFP aggregates, Acumen cytometry, 40 h; Potency, µM (top dose mostly 46.1 µM), for inactives: at the highest dose activity change, negative = inhibition, hits mostly inhibitors; 220,000 tested, 1.1% active; note: % is set by controls: 0 for no effect and ±100 for the full control effect; nearly all actives have a fitted effect of over 60% in size
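Compounds (qHTS titration) were added to PC12 cells expressing an ecdysone-driven HTT exon 1 Q103–GFP fusion after induction with 100 nM tebufenozide. Aggregate formation was measured as GFP objects in cell lysates.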
Tau FP inhib: tau fibrillization inhibition (FP) | 280,000 tested, 0.39% active | Potency, µM (doses to about 57.7 µM), for inactives: at the top dose activity, negative = inhibition, usual class: inhibitors | K18 P301L tau heparin fibrillization, Alexa594 FP, 6 h | P10636; note: % is set by controls: 0 for no effect and ±100 for the full control effect; nearly all actives have a fitted effect of over 55% in size
Target sequence (P10636 561-689 P618L limits assumed): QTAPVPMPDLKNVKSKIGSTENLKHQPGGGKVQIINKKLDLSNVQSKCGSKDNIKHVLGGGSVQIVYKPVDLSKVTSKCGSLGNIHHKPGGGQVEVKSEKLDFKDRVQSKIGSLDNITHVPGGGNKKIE
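Compound effects on tau fibrillization are measured by Alexa 594 fluorescence polarization (ex 555, em 632 nm). K18 P301L tau is used at 15 uM with 0.24 uM labeled tracer, and 20 uM heparin induces aggregation over 6 hr at 37 C.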
Tau fibril ThT: tau fibrillization inhibition (ThT binding) | P10636 | recombinant tau K18 P301L, heparin-induced fibrillization, ThT fluorescence | Potency, µM (titrated, usually from 57.4 µM), without a hit: at the top dose activity, negative = inhibition, hits mostly inhibitors | 270,000 tested, 2.1% active | AID 1460; note: % is set by controls: 0 for no effect and ±100 for the full control effect; nearly all actives have a fitted effect of over 55% in size
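ThT emission at 510 nm, taken 1 hr after adding 30 uM dye, quantifies aggregates formed when 20 uM heparin acts on human tau K18 P301L for 6 hr at 37 C.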
SMN2 splice enh: increases expression of the SMN2 splice variant; HEK293 SMN2-luciferase splicing reporter, luminescence, 30-36 h; Potency, µM (titrated, usually from 46.1 µM), for the others: top-dose activity change, positive = activation, most hits filed as activators; 210,000 tested, 2.8% active; AID 1458; note: % of control where 0% means no effect; nearly all actives have a fitted effect of over 55% in size
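HEK293 cells carry an SMN2 minigene-luciferase reporter in which exon 7 inclusion puts luciferase in frame. Cells were seeded at 2000 cells/well, attached for 10-12 hours, then exposed to compounds for 30-36 hours at 37C before ONE-Glo luminescence.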
Starred values were filed as active, the others as inactive; ? = inconclusive; nt = not tested or not shown; [ ] = another dose, or the depositor's remark. Unless noted, calls come from the whole dose curve; as a rule, active = well fitted curve in the direction sought with a large enough effect; inconclusive = small, poorly fitted or top-dose-only effect, or another doubt; inactive = no such curve, though single readings can be large; an effect the other way counts as inactive or inconclusive. Potency is the fitted concentration of half-maximal effect. Not all compounds are listed; the hit share may differ from the screen's.

SMILES	HTT ATP protect	Tau fluor cs	KDM4E inh	ALDH1A1 block	HTT aggregate	Tau FP inhib	Tau fibril ThT	SMN2 splice enh
COc1cccc2sc(NN)nc12	-25%	28µM*[quencher]	?	1%	-16%	?	?	5%
O=C(c1ccc2c(c1)N(Cc1ccc(F)cc1)C(=O)c1ccccc1S2(=O)=O)N1CCC(Cc2ccccc2)CC1	nt	4%	nt	nt	nt	2%	6%	-18%
Cc1ccc([N+](=O)[O-])cc1NC(=O)CN(c1ccccc1)S(=O)(=O)N(C)C	nt	-23%	nt	nt	nt	-4%	-13%	-1%
CCN(CC)CCCNc1sc(S(=O)(=O)c2ccccc2)nc1S(=O)(=O)c1ccc(Cl)cc1	nt	-18%	nt	nt	nt	-3%	-12%	6%
CC(C)(C)C(=O)COC(=O)c1ccccc1O	-40%	-7%	-3%	-6%	1%	-5%	-10%	-12%
COc1ccc(CNc2oc(COc3ccccc3)nc2C#N)cc1	-28%	-25%	-5%	?	-17%	7%	-9%	-11%
CCOC(=O)CC1C(=O)NC2CCCCC2N1C(=O)Nc1ccc(Cl)cc1 (stereo unspecified)	7%	-5%	4%	9%	16%	7%	5%	?
N=c1sc2ccccc2n1-c1ccccc1	9%[10 µM]	7%	-4%	-2%	-8%	6%	2%	5%
COc1ccc(Nc2nc(C(F)(F)F)nc(C)c2C#N)cc1	-3%[10 µM]	-7%	0%	2%	-4%	-1%	-2%	-4%
COc1ccc(Cn2c(=O)[nH]c3cc(C(=O)N4CCN(c5cc(Cl)ccc5C)CC4)ccc3c2=O)cc1	nt	-19%	nt	nt	nt	-16%	-8%	11%
COCC(=O)n1nc(-c2ccc(C)cc2)nc1NCc1ccc(F)cc1	nt	-11%	?	4%	-9%	6%	-1%	?
COC(=O)c1sccc1NC(=O)CSc1ccccc1NS(=O)(=O)c1ccc(Cl)cc1	-20%	-29%	5%	13µM*	-12%	-3%	-14%	-49%[inhibitor]
Cc1cc(C)n(CCNC(=O)c2cc(COc3c(F)cccc3F)on2)n1	2%[10 µM]	6%[2.34 µM]	7%	6%	-5%[9.22 µM]	4%	2%	nt
Cc1cc(C)c(Cn2cnc3ccccc32)c(C)c1	-15%	4%	16%	4%	-5%	15%	-4%	-14%
CCSC1=N/C(=C\C=C2/Oc3ccccc3N2CC)C(=O)S1	14%[10 µM]	-50%	-10%	nt	9%[9.22 µM]	9%	nt	nt

A draw from above in order of SMILES length, rising:
SMILES	HTT ATP protect	Tau fluor cs	KDM4E inh	ALDH1A1 block	HTT aggregate	Tau FP inhib	Tau fibril ThT	SMN2 splice enh
N=c1sc2ccccc2n1-c1ccccc1	9%[10 µM]	7%	-4%	-2%	-8%	6%	2%	5%
Cc1cc(C)c(Cn2cnc3ccccc32)c(C)c1	-15%	4%	16%	4%	-5%	15%	-4%	-14%
COc1ccc(Nc2nc(C(F)(F)F)nc(C)c2C#N)cc1	-3%[10 µM]	-7%	0%	2%	-4%	-1%	-2%	-4%
CCSC1=N/C(=C\C=C2/Oc3ccccc3N2CC)C(=O)S1	14%[10 µM]	-50%	-10%	nt	9%[9.22 µM]	9%	nt	nt
COCC(=O)n1nc(-c2ccc(C)cc2)nc1NCc1ccc(F)cc1	nt	-11%	?	4%	-9%	6%	-1%	?
Cc1cc(C)n(CCNC(=O)c2cc(COc3c(F)cccc3F)on2)n1	2%[10 µM]	6%[2.34 µM]	7%	6%	-5%[9.22 µM]	4%	2%	nt
CCOC(=O)CC1C(=O)NC2CCCCC2N1C(=O)Nc1ccc(Cl)cc1 (stereo unspecified)	7%	-5%	4%	9%	16%	7%	5%	?
COC(=O)c1sccc1NC(=O)CSc1ccccc1NS(=O)(=O)c1ccc(Cl)cc1	-20%	-29%	5%	13µM*	-12%	-3%	-14%	-49%[inhibitor]
Cc1ccc([N+](=O)[O-])cc1NC(=O)CN(c1ccccc1)S(=O)(=O)N(C)C	nt	-23%	nt	nt	nt	-4%	-13%	-1%
CCN(CC)CCCNc1sc(S(=O)(=O)c2ccccc2)nc1S(=O)(=O)c1ccc(Cl)cc1	nt	-18%	nt	nt	nt	-3%	-12%	6%
COc1ccc(Cn2c(=O)[nH]c3cc(C(=O)N4CCN(c5cc(Cl)ccc5C)CC4)ccc3c2=O)cc1	nt	-19%	nt	nt	nt	-16%	-8%	11%

Continued.
SMILES	HTT ATP protect	Tau fluor cs	KDM4E inh	ALDH1A1 block	HTT aggregate	Tau FP inhib	Tau fibril ThT	SMN2 splice enh
CCNCc1nc2cc(OC)c(OC)cc2c(=O)[nH]1	-24%	1%	40%[activator]	13%	20%	2%	-7%	41%
O=C(c1ccc(Cl)cc1Cl)N1CCSCC1	3%[10 µM]	-6%	3%	nt	-16%[9.22 µM]	4%	-3%	nt
N#Cc1sc2nc(-c3cccs3)cc(-c3ccc(Cl)cc3)c2c1N	-5%	-14%	?	-9%	-3%	-14%	-3%	-3%
CCNC(=O)NC(=O)C(C)OC(=O)c1ccc(-n2nc(SC)sc2=S)cc1 (stereo unspecified)	-13%[1.9 µM]	-22%	1%	-5%	1%	-9%	-8%	0%
COc1ccc(Nc2sc(C(=O)c3ccc(Cl)cc3)c(N)c2C(=O)Nc2ccccc2OC)cc1	-28%	?	-3%	-8%	-25%	-2%	22µM*	-76%[inhibitor]
CCOC(=O)CC(=O)CSc1nc(-c2ccccc2)cc(-c2ccc(Cl)cc2)c1C#N	-37%	-7%	-1%	?	-25%	-8%	-2%	-3%
Cc1c(CN2CCCC(C(=O)c3cccc(Cl)c3)C2)c(=O)n(-c2ccccc2)n1C (stereo unspecified)	-36%	0%	4%	11%	7%	2%	-3%	nt
NC(=O)Cn1c(=O)n(Cc2ccco2)c(=O)c2c3c(sc21)CCCCC3	-24%	-15%	4%	11µM*	4%	-3%	-14%	6%
O=C(Cc1cccs1)N1CCN(c2ccccn2)CC1	-6%	0%	?	?	-14%	8%	-11%	2%
CC(C)Cn1c(N2CCN(C(=O)c3cccs3)CC2)nc2ccccc21	-37%	9%	5%	?	4%	4%	-4%	nt
O=C(Cc1nnc(NC(=O)Nc2ccc(Cl)cc2)s1)NCc1ccccc1	nt	-11%	5%	1%	-6%	?	-1%	-2%
CCOc1ccc(C(=O)Nc2ccc3oc(-c4ccc5ccccc5c4)nc3c2)cc1	nt	-10%	nt	nt	nt	-8%	?	-8%
CC1(C)CC(CCN)(Cc2ccccc2Cl)CCO1 (stereo unspecified)	17%[10 µM]	-7%	-3%	nt	-8%[9.22 µM]	4%	-7%	nt
CCOC(=O)c1cnc(-n2nc(C)cc2C)nc1NCCO	-10%	-7%	?	-5%	14%	0%	-5%	-6%
CCCCOC(=O)c1ccc(NC(=O)C(=O)NCC2CCCO2)cc1 (stereo unspecified)	-11%	0%	-3%	?	1%	1%	1%	-8%
CC(C)C(=O)N1CCN(c2ccccc2N)CC1	-2%	-4%	-6%	0%	5%	11%	-10%	-8%
O=C(COC(=O)c1ccc2c(c1)OCCO2)Nc1cc(Cl)ccc1Cl	-15%	-19%	-6%	4%	1%	-4%	-7%	-21%
O=C(Cc1ccccc1)Nc1ccc(Br)c(Cl)c1	-5%[10 µM]	11%	-6%	16µM*	5%	9%	14%	-17%
Cc1nc(NCC2CCCO2)nc2c1C(=O)CC(C)C2 (stereo unspecified)	-23%[0.074 µM]	-4%	0%	?	-2%	-1%	2%	22%
COc1ccc(C2=NN(C(=O)CSc3ncccn3)C(c3ccc(OC)cc3)C2)cc1 (stereo unspecified)	18%[10 µM]	-22%	?	-7%	?	5%	-11%	12%
CC(=O)c1cc(-c2ccccc2)[nH]c1N1CCOCC1	-39%[10 µM]	-28%	1%	?	7%	?	32µM*	12%
Cc1ccc(P(=Nc2ccccc2)(N2CCOCC2)N2CCOCC2)o1	-20%[10 µM]	-5%	-3%	4%	-6%	1%	-6%	nt
C#CCOCCOCCOCCNc1nc(N2CCN(C(=O)C(CCC(=O)O)n3cc(C(N)CC(C)C)nn3)CC2)nc(N2CCN(C(=O)C(Cc3cc4ccccc4[nH]3)n3cc(C(N)Cc4ccc(O)cc4)nn3)CC2)n1 (stereo unspecified)	15%[10 µM]	8%	-7%	-1%	12%[9.22 µM]	12%	-1%	nt
O=C(CCCC(=O)N(CC(=O)NC1CCCC1)Cc1ccccc1Cl)Nc1ccccn1	6%	6%	3%	?	-4%[9.22 µM]	4%	3%	-7%
CCOc1ccc(CNC(=O)CCn2c(=O)oc3ccccc32)cc1OC	5%	-4%	5%	9%	5%	3%	0%	-13%
CCCOc1ccc(N2C(=O)CC(N(Cc3ccc(OC)cc3)C(=S)Nc3ccccc3)C2=O)cc1 (stereo unspecified)	1%[10 µM]	9%	-1%	3%	7%	10%	4%	?
CCOC(=O)Nc1cccc(OCC(=O)Nc2ccccc2OCC)c1	-2%	-15%	0%	4%	17%	-1%	-9%	?
CC(=O)c1ccc(-c2ccc([C@H]3[C@@H]4C=CCC[C@@]4(C)C(=O)N3Cc3ccccc3)c(F)c2)cc1	-10%[10 µM]	-8%	1%	nt	4%[9.22 µM]	5%	-16%	nt
O=C(COC(=O)c1ccc(O)cc1)Nc1ccc(OC(F)F)cc1	13%[10 µM]	-9%	-10%	?	16%	-7%	-8%	11%
COc1cc(NS(=O)(=O)c2ccc(F)cc2)c(OC)cc1NC(C)=O	5%	-2%	-9%	7.9µM*	15%	-4%	-11%	14%
CC1=CC(c2ccccc2)n2nc(NS(=O)(=O)c3ccc(C)cc3)nc2N1 (stereo unspecified)	-20%	?	10%	0.63µM*	?	?	11µM*	nt
